# CCR6 antag: blocks CCL20-driven beta-arrestin recruitment at human CCR6 | AID 493098 | P51684 | actives 0.49% (n = 340,000) | inhibition, % at 20 µM | CHO-K1 CCR6 PathHunter beta-arrestin, luminescence, CCL20-stimulated;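 active means compounds whose inhibition of the agonist-driven luminescence signal at 20 µM reaches about 50%, limit read from the data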;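 further: cells stimulated with CCL20 at 14 nM final; plate controls were DMSO with CCL20 for no effect and DMSO without agonist for full effect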
# Target sequence (P51684 whole entry, looked up): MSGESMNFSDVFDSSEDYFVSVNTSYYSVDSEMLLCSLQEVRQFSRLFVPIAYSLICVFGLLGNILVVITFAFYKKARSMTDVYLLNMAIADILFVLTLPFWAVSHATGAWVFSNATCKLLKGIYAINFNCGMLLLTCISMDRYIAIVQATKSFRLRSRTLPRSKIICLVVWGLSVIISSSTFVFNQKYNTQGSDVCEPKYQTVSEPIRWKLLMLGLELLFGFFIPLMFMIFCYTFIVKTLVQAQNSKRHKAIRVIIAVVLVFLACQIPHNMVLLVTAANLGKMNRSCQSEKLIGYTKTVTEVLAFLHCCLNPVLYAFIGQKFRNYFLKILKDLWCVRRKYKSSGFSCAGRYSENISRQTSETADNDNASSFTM
# APOBEC3A inh: human APOBEC3A DNA deaminase inhibition. recombinant A3A, FAM/TAMRA ssDNA deamination fluorescence. inhibition, % at 20 µM. AID 493011. P31941. actives 0.41% (n = 330,000);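 active means at least 40% inhibition at 20 µM here, with at most 30% in a related deaminase screen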;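 further: plate controls were A3A with DMSO for no effect and wells lacking A3A enzyme for full effect; some results filed as inactive read as strong as hits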
# CXCR6 inh: inhibitors of human CXCR6 receptor; O00574; CHO-K1 PathHunter CXCR6 beta-arrestin, luminescence; inhibition, % at 20 µM; actives 0.36% (n = 360,000); AID 602244; in the data active means inhibition above about 34%, passing the limit was not always enough;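 further: antagonist mode with CXCL16 agonist at 10 nM final; 0% = 10 nM CXCL16 with DMSO and 100% = unstimulated wells without agonist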
# Target sequence (O00574 whole entry, looked up): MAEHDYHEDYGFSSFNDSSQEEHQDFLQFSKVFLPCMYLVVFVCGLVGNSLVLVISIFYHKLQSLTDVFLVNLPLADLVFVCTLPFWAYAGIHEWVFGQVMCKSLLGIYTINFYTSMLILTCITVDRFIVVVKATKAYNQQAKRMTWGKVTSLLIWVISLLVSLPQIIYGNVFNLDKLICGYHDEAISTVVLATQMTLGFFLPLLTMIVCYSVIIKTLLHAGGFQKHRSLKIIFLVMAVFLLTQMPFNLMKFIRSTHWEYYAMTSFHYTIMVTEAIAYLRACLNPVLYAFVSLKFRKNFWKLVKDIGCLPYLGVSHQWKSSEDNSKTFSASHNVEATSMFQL
# EBI2 antag: blocks human EBI2 receptor beta-arrestin signaling; P32249; EBI2 beta-arrestin recruitment, luminescence, 7a,25-OHC stimulated; inhibition, % at 5 µM; actives 0.81% (n = 360,000); in the data active means inhibition above about 38%;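 further: enzyme fragment complementation signal reports receptor beta-arrestin coupling in cells; 0% = agonist plus DMSO wells and 100% = wells without agonist; some results beyond the cut were filed as inactive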
# Gli-Sufu antag: Gli-Sufu pathway antagonism; Sufu-KO-LIGHT fibroblasts, Gli luciferase reporter luminescence; inhibition, % at 5 µM; actives 0.74% (n = 340,000); AID 588413;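 active means inhibition above about 55%, limit read from the data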;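 further: 0% = DMSO-treated cells and 100% = wells with medium but no cells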
# APOBEC3G inh: APOBEC3G (human) deaminase inhibition; Q9HC16; recombinant A3G, ssDNA deamination FAM/TAMRA fluorescence; inhibition, % at 20 µM; actives 0.28% (n = 330,000); AID 493012;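 active means inhibition of at least 40% at 20 µM, with no more than 30% in the related APOBEC3A deaminase screen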;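 further: plate controls were DMSO wells with A3G for no effect and wells lacking A3G enzyme for full effect; some compounds called inactive have numbers as strong as hits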
# Target sequence (Q9HC16 whole entry, looked up): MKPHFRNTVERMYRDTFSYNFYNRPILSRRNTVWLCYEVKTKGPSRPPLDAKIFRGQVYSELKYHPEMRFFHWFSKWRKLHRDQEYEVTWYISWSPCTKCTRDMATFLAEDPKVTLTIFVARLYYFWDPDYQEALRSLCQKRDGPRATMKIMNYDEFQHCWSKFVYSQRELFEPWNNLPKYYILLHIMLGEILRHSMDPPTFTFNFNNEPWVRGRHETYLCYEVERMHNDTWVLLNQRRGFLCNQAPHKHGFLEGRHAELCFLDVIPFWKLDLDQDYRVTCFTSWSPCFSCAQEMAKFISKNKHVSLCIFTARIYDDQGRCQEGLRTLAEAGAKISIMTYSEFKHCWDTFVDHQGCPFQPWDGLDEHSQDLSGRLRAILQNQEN
# GRIN3A LBD mod: modulators (binders) of human NR3A ligand-binding domain | NR3A LBD differential scanning fluorimetry, Tm shift; 0% = protein alone, 100% = glycine-bound protein | Tm shift relative to glycine control, % at 25 µM | actives 2.5% (n = 340,000) | AID 1259313;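 active means melting temperature shift of at least 10% of the positive control shift, at one fixed dose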
# MPTP inh: inhibitors of mitochondrial permeability transition pore; isolated mouse mitochondria, Ca2+ swelling absorbance, 30 min; inhibition, % at 10 µM; actives 1.4% (n = 360,000); AID 602449;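 active means inhibition of 50% or more, scaled per plate between neutral and stimulator controls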;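 further: 0% = DMSO wells given calcium and 100% = 1 mM EGTA wells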
# Active calls of the source: *; / = no result given. No enrichment for hits. About 5.8% of those tested had a hit in this group.
canonical_smiles,CCR6 antag,APOBEC3A inh,CXCR6 inh,EBI2 antag,Gli-Sufu antag,APOBEC3G inh,GRIN3A LBD mod,MPTP inh
COc1ccc(NCc2nnc(SCC(=O)N3CCCc4ccccc43)n2C)cc1,17.7,-3.7,0.5,16.1,-1.5,-8.9,5.7,2.2
O=C(COC(=O)c1ccc(Cl)nc1)Nc1cc(S(=O)(=O)N2CCOCC2)ccc1Cl,21.0,7.0,2.2,-12.1,0.4,-0.8,1.4,-0.8
CC(C)NC(=O)CSc1nc2[nH]ncc2c(=O)[nH]1,-2.2,0.5,2.8,-8.1,-3.0,-0.2,0.1,1.6
CCCc1nnc(SCC(=O)N2CCOCC2)n1CCCOC,13.0,-4.6,-3.8,-8.4,-23.8,-4.8,0.7,-0.1
NNS(=O)(=O)c1ccc2c(c1)Cc1cc(S(=O)(=O)NN)ccc1-2,-5.8,-3.0,2.0,0.7,30.1,-2.3,-2.6,-0.1
Cc1ccc(OCC(=O)O/N=C(\N)c2cccc([N+](=O)[O-])c2)cc1C,-14.4,-3.4,1.5,-21.2,-3.7,-11.9,-0.2,1.1
O=C(/C=C/c1cccc(Cl)c1)Nc1ccncc1,-10.2,3.4,-5.5,5.1,7.3,-3.6,3.8,12.1
O=C(N/N=C/c1ccc2ncccc2c1)c1cc(-c2cccs2)nc2ccccc12,8.9,-1.8,-2.9,15.2,-13.8,-4.9,1.8,1.0
CC(=O)c1cccc(NC(=S)NC(=O)c2ccc(Cl)cc2)c1,28.4,4.4,11.1,1.4,-45.8,-6.1,2.1,1.3
O=C(c1cccc2ccccc12)C1CCCN(C(=O)CCCn2cncn2)C1 (centres undefined),10.3,10.0,-3.2,-6.6,24.1,-7.7,-3.7,-1.6
CS(=O)(=O)c1ccc(-c2nnn(CC(=O)N3CCCCC3)n2)cc1,-7.4,-1.1,-9.1,-2.9,6.0,-7.7,-3.0,0.0
COc1ccc2[nH]c(C)c(CCN3C(=O)C4C5C=CC(C5)C4C3=O)c2c1 (centres undefined),-3.6,1.9,-2.0,-0.6,5.9,5.0,-0.8,-0.9
N#C/C(=C\c1ccccc1)C(=O)N1CCC(C(N)=O)CC1,-11.5,-4.3,4.0,-17.7,-6.7,-6.8,-2.2,1.0
COc1ccc(C(=O)NCC(=O)OCc2c(Cl)cccc2Cl)cc1OC,3.0,0.5,-2.1,-4.0,0.7,-2.7,-1.2,-0.8
CC(C)(C)c1ccc(-c2nc3[nH]c(=O)cc(NC(=O)c4ccco4)n3n2)cc1,-24.5,-1.3,-10.3,-12.3,-82.0,-1.3,0.4,-2.5
Cc1ccccc1S(=O)(=O)Nc1nc2ccccc2nc1NCCO,-12.1,-2.1,-6.5,5.2,1.6,-5.9,2.5,-0.7
O=C(COC(=O)Cc1ccsc1)Nc1ccc(Br)cc1F,0.1,2.3,-6.9,-7.3,-3.0,-4.2,1.2,-2.1
CCCCCNC(=O)c1c[nH]c2ccc(S(=O)(=O)N3CCC4(CC3)OCCO4)cc2c1=O,-4.7,-1.2,-3.2,-4.6,4.1,-6.8,-26.2,1.2
CC(C)N(C)NC(=S)Nc1ccccc1,-8.4,3.2,-0.8,-2.9,18.2,-4.2,-1.0,-0.3
CC(C)Cn1c(-c2ccc(Br)o2)n[nH]c1=S,7.8,-3.5,-11.7,1.7,5.9,40.6*,-1.0,2.4
CCn1c(SCC(=O)c2c(N)n(C3CC3)c(=O)[nH]c2=O)nc2cc(S(N)(=O)=O)ccc21,0.5,1.8,1.8,5.7,-2.5,-15.8,0.1,0.1
N#Cc1c(N)oc(-c2ccc3c(c2)OCO3)c1-c1ccc2c(c1)OCO2,7.9,-0.8,13.8,0.8,-30.6,-1.7,-2.6,-1.0
COc1ccc(S(=O)(=O)N2CCCCCC2)cc1N(C)S(=O)(=O)c1ccc(C)cc1,15.1,-1.8,3.2,16.8,17.4,-9.2,-3.7,4.4
CCC(C)Sc1ccc([C@@H]2[C@@H]3C(=O)N(CC)C(=O)[C@@H]3[C@]3(C(=O)OC)CCCCN23)cc1OC (some centres undefined),9.5,0.2,5.9,-4.0,-4.5,1.3,-0.2,-2.1
c1ccc(-c2c(-c3ccccc3)n(Cc3ccco3)c3ncnc(NCCCn4ccnc4)c23)cc1,18.3,-1.4,10.7,36.2,16.0,-1.9,-0.2,-3.5
COc1ccccc1NC(=O)c1ccccc1N(Cc1ccccc1)S(C)(=O)=O,9.4,-5.8,2.8,8.9,3.5,-7.5,-1.6,-0.1
CCCCCCCC(=O)NNC(=O)CCC(=O)O,4.2,0.7,5.1,-4.4,5.2,-5.4,0.6,0.0
Brc1ccccc1-c1nnc(COc2cccc3cccnc23)o1,7.3,7.5,-8.8,-2.7,7.9,-0.2,-3.5,1.2
CCOc1cccc(C(=O)Nc2cccnc2)c1,10.8,3.2,-6.9,1.6,-8.4,2.2,0.9,-2.8
CCn1c(=O)cc(SCC(=O)NCCCN2CCN(c3ccccc3F)CC2)c2ccccc21,1.4,0.3,-1.2,-0.9,10.5,-7.0,-0.3,0.3
Cc1cc(C(=O)N=Nc2c(O)n(C(C)C)c3ccccc23)n[nH]1,18.1,-4.3,12.7,-4.7,1.4,-7.3,-2.1,0.4
COC(=O)COc1ccc(S(=O)(=O)NC2CCCCCC2)cc1,-9.8,-3.2,-12.2,6.6,1.2,-6.3,-1.1,0.2
COCc1nnc(NC(=O)c2cc(Cl)ccc2OC)s1,-13.2,-0.3,4.6,-2.6,-1.9,5.2,-0.5,2.1
CN(C)c1ccc(C(O)c2cc3ccccc3s2)cc1 (centres undefined),10.3,/,-10.8,10.3,-64.8,/,1.2,0.8
COc1ccc2nc(SCC(=O)NCC(F)(F)F)[nH]c2c1,1.3,3.8,1.1,-2.6,8.2,-3.7,2.2,4.8
O=C(N/N=C/c1ccncc1)C1CC1C(=O)N/N=C/c1ccncc1 (centres undefined),-3.5,0.0,6.8,-6.6,-4.4,1.4,-4.7,-0.5
O=C(Nc1cccc(S(=O)(=O)N2CCCCCC2)c1)C1CCN(C(=O)c2ccc(Cl)cc2)CC1,20.2,4.2,-10.5,52.1*,19.1,-1.5,-3.2,-2.5
Cc1cc(N2C(=O)C(O)=C(C(=O)c3ccc(C)o3)C2c2ccc(OCc3ccccc3)cc2)no1 (centres undefined),13.8,-6.7,5.6,-6.1,-2.4,-7.4,-8.9,24.3
COc1ccc(-c2[nH]ncc2CN2CCCCCCC2)c(OC)c1,-14.9,2.2,4.3,-1.8,7.8,-12.2,-2.1,-0.2
CCC(=O)Nc1ccc(C(=O)NCCCn2ccnc2)cc1,12.1,-1.0,3.9,6.5,-0.3,-1.4,-0.3,2.4

# Part of the list above, with each value named.
Cc1cc(N2C(=O)C(O)=C(C(=O)c3ccc(C)o3)C2c2ccc(OCc3ccccc3)cc2)no1 (centres undefined)
  CCR6 antag = 13.8
  APOBEC3A inh = -6.7
  CXCR6 inh = 5.6
  EBI2 antag = -6.1
  Gli-Sufu antag = -2.4
  APOBEC3G inh = -7.4
  GRIN3A LBD mod = -8.9
  MPTP inh = 24.3

CCC(=O)Nc1ccc(C(=O)NCCCn2ccnc2)cc1
  CCR6 antag = 12.1
  APOBEC3A inh = -1.0
  CXCR6 inh = 3.9
  EBI2 antag = 6.5
  Gli-Sufu antag = -0.3
  APOBEC3G inh = -1.4
  GRIN3A LBD mod = -0.3
  MPTP inh = 2.4

# Later entries.
canonical_smiles,CCR6 antag,APOBEC3A inh,CXCR6 inh,EBI2 antag,Gli-Sufu antag,APOBEC3G inh,GRIN3A LBD mod,MPTP inh
CCC(=O)Nc1ccccc1Oc1ccccc1,-2.3,1.7,-5.8,-2.3,0.7,2.5,3.8,-1.4
CC1(C)NC(=O)N(CCOCCOc2cccc(Oc3ccccc3)c2)C1=O,14.1,2.3,-1.9,0.0,2.9,-8.6,-1.2,-2.2
CN(c1cccc(NC(=O)CN(c2ccc(F)cc2)S(C)(=O)=O)c1)S(C)(=O)=O,8.6,-2.1,-8.0,4.6,27.3,-10.0,-2.0,0.5
Cc1cccc(C(=O)NCCN2CCOCC2)c1[N+](=O)[O-],-5.6,0.7,-2.4,-11.6,-5.0,-2.0,-2.6,1.0
COc1cc(CC(=O)OCC(=O)c2ccc3c(c2)OCCO3)cc(OC)c1OC,10.2,2.3,3.5,-8.3,-1.2,1.7,3.2,-0.6
Cc1ccc(OCCCCCN2CCOCC2)cc1,-4.5,-5.8,6.6,-3.7,3.6,-9.2,-2.4,-1.3
Clc1cc(Cl)cc(CN2CCSCC2)c1,0.3,-2.2,7.5,-5.5,0.7,-7.5,-2.2,0.2
COCCn1c(SCC(=O)Nc2cccc(C)c2)nnc1C(C)C,-0.1,-0.7,-1.4,-12.2,-36.0,-2.0,-3.6,1.4
O=C(O)CC/C(=N/NC(=O)CNC(=O)Cc1ccc(Cl)cc1)c1ccccc1,7.9,0.8,-2.4,1.4,2.5,-7.2,-0.7,-0.1
C#CCNC(=O)/C=C/c1ccc(C)cc1,3.6,-1.3,0.9,3.0,-44.5,-15.3,-0.6,0.4
Cc1ccc(OCCC(=O)OC(C)C(=O)Nc2c(C)n(C)n(-c3ccccc3)c2=O)cc1 (centres undefined),10.6,3.5,-1.9,-0.2,-9.0,-7.2,1.7,0.1
Cc1cc(C(=O)NCC(c2cccs2)N2CCOCC2)ccc1[N+](=O)[O-] (centres undefined),-0.9,-3.3,4.7,-4.7,-0.8,3.8,1.0,-0.8
Cc1nn(-c2ccccc2Cl)c(Cl)c1/C=N/Nc1cccc(C(=O)O)c1,9.5,-6.9,-11.0,-6.5,-267.2,-4.4,10.2*,0.4
COC(=O)c1ccc(C(=O)OC)c(NC(=O)CN2CCN(c3ccc(OC)cc3)CC2)c1,-4.5,1.2,-1.7,1.4,4.1,3.3,1.2,-1.2
Cc1cccc(NC(=S)NC23CN4CN(CN(C4)C2)C3)c1,-6.6,-1.7,0.3,-1.0,4.7,-5.6,-2.2,-1.8
Cc1ccc(S(=O)(=O)n2[nH]c(=O)cc2N)cc1,-2.9,-3.6,-9.9,-10.0,6.8,-3.7,-0.1,0.3
O=C(O)CCCNC(=O)c1ccc(NC(=O)Cc2ccc(Cl)cc2)cc1,14.0,2.2,6.4,-1.6,-19.3,-0.3,-1.4,-0.7
CCc1ccc(CNn2cnnc2SCC(=O)NC(C)(C)C)cc1,-9.3,-4.6,0.5,1.7,6.2,-5.2,0.1,2.0
Clc1nc(-c2cccnc2)nc2scc(-c3ccccc3)c12,1.0,-1.5,-0.8,-8.2,-44.1,-4.7,-1.2,1.4
CCOC(=O)Cn1c(=N)n(CCOc2ccc3ccccc3c2)c2ccccc21,14.9,-0.7,-5.3,-2.1,-9.8,-0.9,-0.3,90.7*
CC(C)Nc1ccc(C(CC(N)=O)NC(=O)Cc2ccc(Cl)cc2)cc1[N+](=O)[O-] (centres undefined),13.7,1.1,3.8,7.1,20.7,-2.3,-1.0,-0.2
CCCCn1c(N)c(N(CCOC)C(=O)c2ccc(-c3ccc([N+](=O)[O-])cc3)o2)c(=O)[nH]c1=O,-5.6,25.4,-1.3,-3.3,-9.6,-0.5,-0.3,-3.0
CC1CCc2[nH]c3ccc(C(=O)NCC4CCCO4)cc3c2C1 (centres undefined),-7.2,-3.0,-0.4,5.4,-45.4,-11.4,-0.4,-2.0
N#Cc1cnc2sc3ccccc3n2c1=N,-1.6,-3.7,-16.4,3.2,-59.2,-5.7,-2.7,71.8*
O=C(O)CSCC(=O)Nc1ccccn1,1.6,-2.4,-5.2,-1.1,1.7,-8.9,1.4,1.5
COc1ccc(S(=O)(=O)N(C)C)cc1NC(=O)CSc1nncs1,3.6,3.9,-8.0,-3.7,2.0,-8.8,0.1,8.3
CCc1nc(CN(C)C(=O)C2CCC(=O)N(Cc3cccc(F)c3)C2)no1 (centres undefined),9.6,0.8,4.5,-20.8,0.6,17.6,0.4,-2.7
O=C(NCc1ccc2c(c1)OCO2)c1cc2ccccc2o1,20.4,2.1,-4.7,8.1,-2.0,-4.4,-1.6,0.0

# High-throughput results: PubChem, Sanford-Burnham Center for Chemical Genomics
